GPR55 LPI antagonism – GPR55 antagonists blocking LPI-driven arrestin recruitment, primary screen, imaging, U2OS, beta-arrestin-GFP, LPI agonist (AID 2013) | actives 0.13% (n = 290,000) | inhibition, % at 10 µM, or IC50 in µM where a hit was titrated | U2OS GPR55 beta-arrestin-GFP translocation imaging, LPI antagonism; higher % means a stronger effect;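 active = spots per cell inhibited over 60%, with over 100 cells counted and total cytoplasm intensity under 500,000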;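 also: U2OS cells stably carrying GPR55 and arrestin-GFP stimulated by 5 µM LPI near EC80; imaged beta-arrestin-GFP aggregate spots per cell after agonist stimulation; plate controls were LPI-stimulated DMSO wells for no effect and DMSO wells without LPI for full effect; some results filed as inactive read as strong as hits; confirmed hits need IC50 under 10 µM and bright autofluorescent wells are also inconclusive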
KOR beta-arrestin-1 – KOR agonists, beta-arrestin recruitment, primary screen, cell-based, luminescence, uHTS (AID 1777) | KOR beta-arrestin recruitment, luminescence; higher % means a stronger effect | one-dose activation, % at 10 µM; EC50 in µM for titrated hits | actives 0.02% (n = 280,000); in the data active = activation above about 50%, passing the limit was not always enough; also: a part of the inactive calls stands beside numbers as strong as those of hits
NOD1 NF-kB reporter – inhibition of NOD1-driven NF-kB reporter – cell-based, luminescence, uHTS, primary screen (AID 1578); NOD1-driven NF-kB luciferase reporter cells, luminescence; higher % means a stronger effect; one-dose inhibition, % at 4 µM; EC50 in µM for titrated hits; actives 1% (n = 290,000); in the data active = inhibition mostly above about 36%, no sharp cut-off; inactive = mostly below about 34%;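 also: HEK-293T reporter cells stimulated with the NOD1 agonist gamma-tri-DAP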
GPR55 activation – selective activators of receptor GPR55 – imaging, U2OS cells, beta-arrestin-GFP redistribution, primary screen (AID 1961); actives 0.048% (n = 290,000); U2OS GPR55 beta-arrestin-GFP redistribution imaging; higher % means a stronger effect; activation, % at 10 µM, or EC50 in µM where a hit was titrated;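 active = activation above 40% with more than 50 cells counted in the well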;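 also: U2OS osteosarcoma cells stably expressing GPR55 and beta-arrestin-GFP; plate controls were DMSO negative control for no effect and LPI positive control for full effect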
KOR beta-arrestin-2 – kappa opioid receptor blockers – cell-based, luminescence, uHTS (AID 1778) | KOR beta-arrestin recruitment, luminescence, antagonist mode; higher % means a stronger effect | inhibition, % at 10 µM; hits with a dose series show IC50 in µM | actives 0.091% (n = 290,000); also: strong numbers were not always called active
Rac1 GTP hydrolysis – MgcRacGAP GTPase-activating activity inhibitors, confirmation, biochemical, ADP Hunter fluorescence. MgcRacGAP-stimulated Rac1 GTP hydrolysis, ADP Hunter fluorescence; higher % means a stronger effect; GST-tagged Rac1 F28L mutant substrate. one-dose inhibition, % at 30 µM; IC50 in µM for titrated hits. actives 0.6% (n = 340,000). AID 624330;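 active = first-screen hits whose inhibition reached a set limit at any dose in the follow-up dose series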;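 also: fluorescence reports GDP produced by GAP-driven GTP hydrolysis; strong numbers were not always called active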
HIV peptide binding – cell-free HIV fusion peptide-binding blockers – biochemical, uHTS, fluorescence dequenching, primary screen (AID 1986) | cell-free peptide binding, fluorescence dequenching, 30 min; higher % means a stronger effect | one-dose inhibition, % at 20 µM; IC50 in µM for titrated hits | actives 0.3% (n = 290,000); in the data active = inhibition mostly above about 52%, no sharp cut-off; inactive = mostly below about 76%; also: some results filed as inactive read as strong as hits
HEK293 NOD2/NF-kB – NOD2 signaling inhibitors, cell-based, luminescence, uHTS, HEK293 (AID 1566); actives 0.63% (n = 290,000); HEK293 NOD2/NF-kB luciferase reporter, luminescence; higher % means a stronger effect; inhibition, % at 4 µM; hits with a dose series show EC50 in µM; also: many of its hits are not listed in these tables
Large T inhibition – TAg ATPase/helicase activity blockers – biochemical (AID 1903). actives 0.39% (n = 310,000). one-dose inhibition, % at 20 µM; IC50 in µM for titrated hits. SV40 large T antigen ATPase/helicase inhibition assay; higher % means a stronger effect; in the data active = a potency from the dose series; also: strong numbers were not always called active
* = called active by the depositor; / = not tested or not shown; [ ] = another dose, or the depositor's remark. Rule as the data show it, unless noted: active = inhibition above about 50%; inactive = the rest.

Below each compound – GPR55 LPI antagonism | KOR beta-arrestin-1 | NOD1 NF-kB reporter | GPR55 activation | KOR beta-arrestin-2 | Rac1 GTP hydrolysis | HIV peptide binding | HEK293 NOD2/NF-kB | Large T inhibition
CCC(=O)N1c2ccc(S(=O)(=O)CCC(=O)Nc3nccs3)cc2CC1C (configuration not stated)
 : 0% | 5.5% | 18% | -0.1% | 7% | 0% | -1.4% | 20% | -4%
Cc1ccc(C(=O)NCCNS(=O)(=O)c2ccccc2[N+](=O)[O-])cc1
 : 10% | 3.3% | 55% | -0.2% | -1%[20 µM] | 5% | -0.7% | 13% | -13%
CCOC(=O)c1ccc(NC(=O)c2c(O)c3ccccc3n(C)c2=O)cc1
 : -7% | 24% | -63% | -0.1% | -17% | / | 2.3% | -37% | /
COc1ccc(C2C(C#N)=C(N)N(N(C)C)C3=C2C(=O)CCC3)cc1 (configuration not stated)
 : -6% | -1.9% | -8% | 0.9% | 14% | 6% | -0.1% | 3% | 7%
O=C(C1CCN(S(=O)(=O)c2ccccc2)CC1)N(CCc1ccccc1)Cc1ccco1
 : 3% | 5.3% | 10% | -0.6% | 2% | 6% | -1.6% | -16% | 9%
Cc1cccc(C)c1NC(=O)c1c(C)nn(-c2ccccc2)c1Cl
 : 5% | -6.2% | -20% | -0.3% | 22% | 1% | -1.2% | -1% | 1%
CCOC(=O)CNC(=O)CSc1nc(Cc2cccs2)nc2ccccc12
 : 24% | -0.3% | 14% | 0.5% | -14% | 14% | 1.2% | 17% | 19%
CC(C)CCN1C(=O)c2ccc(C(=O)NCC3CCCO3)cc2C1=O (configuration not stated)
 : 17% | 0.0% | -9% | -0.2% | 14% | 4% | 2.2% | 10% | -2%
C/C(=N/NC(=O)c1ccc2nc[nH]c2c1)c1cccs1
 : 11% | 0.6% | -34% | -0.1% | 7% | 3% | -0.3% | -41% | 9%
O=C(COc1ccccc1Cl)NNC(=O)c1cc(S(=O)(=O)N2CCOCC2)ccc1N1CCCC1
 : 10% | 3.0% | -47% | -0.1% | 11% | 9% | -0.1% | -4% | 14%
CSc1nsc(SCc2cnc(C)nc2N)n1
 : -7% | -2.1% | 16% | -0.1% | -33% | 8% | -2.2% | 0% | 18%
O=C(Cn1cnc2ccccc2c1=O)NCCC(=O)N1CCN(Cc2ccccc2)CC1
 : 5% | -4.1% | 0% | -0.3% | 35% | -2% | -1.4% | 6% | 8%
CN1CCCC(OC(=O)COc2ccc(Br)cc2)C1 (configuration not stated)
 : -1% | 1.2% | -12% | 0.4% | 12% | 10% | -0.2% | 9% | -13%
C/C(=C\c1ccccc1)CN(C)CCN(C)C
 : 21% | 0.3% | -34% | -0.2% | -7% | / | 1.9% | 9% | 1%
Cc1ccccc1OCCn1cc(C=O)c2ccccc21
 : 1% | -5.3% | 40% | -0.1% | 40% | 16% | -1.4% | 11% | 4%
O=C(N/N=C/c1ccccn1)c1cccnc1
 : -2% | -1.6% | 17% | -0.2% | -12% | 19% | -2.1% | -6% | 9%
O=C(NCCC(c1ccccc1)c1ccccc1)c1ccc(Br)o1
 : -7% | -2.4% | 10% | 0.2% | 6% | 2% | 0.6% | -25% | 2%
Cc1cccc(C)c1NS(=O)(=O)c1ccc(OCCNS(C)(=O)=O)cc1
 : 4% | 0.9% | -18% | -0.2% | -2% | 8% | -1.1% | 7% | 4%
O=[N+]([O-])c1ccc(N2CCN(Cc3cccc([N+](=O)[O-])c3)CC2)cc1
 : -1% | 4.2% | 12% | 0.0% | -4%[20 µM] | 1% | -2.4% | 14% | 0%
COc1ccccc1OCCSc1nnnn1-c1ccc(C)cc1
 : -21% | -0.5% | -57% | -0.1% | -21% | 4% | -1.2% | -23% | -1%
Cc1ccc(CCN2CC(C(=O)NCCCN3CCC(C)CC3)CC2=O)cc1 (configuration not stated)
 : 0% | -1.3% | -12% | 0.3% | -33% | 12% | -0.8% | 16% | -1%
COCCn1c(SCC(=O)N2CCCCCC2)nc2c(c1=O)SCC2
 : -12% | 7.1% | -18% | 0.0% | 14% | 3% | -2.0% | 14% | 6%
O=C(Nc1ccc(S(=O)(=O)N2CCOCC2)cc1)C1CCCCC1
 : 2% | -1.9% | / | -0.1% | 22% | 6% | 0.0% | -4% | 7%
COc1ccc(Cl)cc1NC(=S)N(Cc1cccnc1)Cc1ccco1
 : 13% | 1.4% | -44% | 0.2% | 52% | -5% | -1.1% | -6% | 11%
CCC(Oc1ccccc1OC)C(=O)N1CC(=O)Nc2ccccc21 (configuration not stated)
 : -3% | 3.9% | 29% | 0.0% | -23% | 11% | 0.8% | -23% | -10%
CS(=O)(=O)N1CCN(c2ccccc2NC(=O)c2ccco2)CC1
 : -1% | 5.8% | 24% | -0.1% | -11% | 1% | -1.4% | -3% | 13%
Nc1ccnn1Cc1ccncc1
 : 8% | / | -20% | 0.3% | 0% | 4% | 0.0% | 3% | 4%
Cc1ccc(C)c(C(=O)N(Cc2nc(-c3ccc(Cl)cc3)no2)C(C)C)c1
 : 5% | 2.6% | 36% | -0.1% | -47% | 4% | -1.4% | -1% | 4%
Cc1ccc(-c2ccc(C(=O)O)c(C)n2)cc1
 : 16% | 2.1% | -24% | 0.0% | 21% | 1% | -1.5% | 5% | 2%
CCC(OC(=O)c1ccco1)C(=O)NCc1ccc2c(c1)OCO2 (configuration not stated)
 : 5% | -2.1% | -2% | -0.2% | -7% | -4% | -1.8% | 14% | 12%
Cc1ccc(C(=O)Cn2c(=N)n(N)c3ccccc32)cc1
 : 3% | 1.6% | 35% | -0.1% | -19% | 11% | 0.5% | -28% | -1%
CCCCCCCCOc1ccc(C2OC34CCCCC3C(C#N)(C#N)C2(C#N)C(=N)O4)cc1 (configuration not stated)
 : 10% | 1.1% | -23% | -0.1% | -14% | 18% | 1.8% | 13% | 29%
O=C(NN1C(=O)C2C3C=CC(C3)[C@H]2C1=O)c1cccnc1 (some centres not stated)
 : -6% | 4.1% | -31% | -0.1% | 30% | -5% | -0.4% | 7% | 2%
CCc1ccc2[nH]c(=O)c(CN(CCN3CCCC3)C(=O)NC3CCCCC3)cc2c1
 : 6% | 6.8% | -15% | 0.3% | 0% | 13% | 0.1% | 7% | 3%
CCOc1ccc(CN2CCN(C/C=C/c3ccc(OC)cc3)CC2CCO)cc1 (configuration not stated)
 : 16% | / | -22% | -0.1% | -36%[20 µM] | 13% | 0.7% | 24% | /
CCCCC(=O)Nc1ccc(C(=O)NCCN2CCOCC2)cc1
 : 2% | -0.5% | -35% | 0.1% | -28%[20 µM] | -12% | -0.2% | 1% | 10%
Cc1ccc(-c2nnn(CC(=O)Nc3nnc(C(C)C)s3)n2)cc1
 : 4% | / | -24% | -0.2% | -3% | 2% | 2.7% | 8% | 6%
c1ccc(CCc2ccccc2-c2nc(-c3cccnc3)no2)cc1
 : -10% | 2.9% | -12% | -0.2% | -15% | 14% | -1.1% | 12% | 20%
CC(=O)N1CCc2cc(S(=O)(=O)CCC(=O)N(C)Cc3ccco3)ccc21
 : 2% | -4.1% | 3% | -0.3% | -3% | 1% | -0.8% | 18% | 5%
Cc1nn(CC(=O)NCCCN2CCCC2)c(=O)c2nn(-c3ccccc3)c(C)c12
 : -10% | 2.5% | -9% | 0.6% | -48% | -2% | -0.3% | 5% | 2%
CCOc1ccccc1NS(=O)(=O)c1ccc2c(c1)N(C)CCO2
 : -33% | -2.3% | -9% | -0.2% | -25% | 7% | -0.5% | 20% | 16%
Cc1ccc(NC(=O)CNC(=O)c2cccs2)cc1S(=O)(=O)Nc1ccc(Cl)cc1
 : 2% | 2.8% | -11% | 0.0% | 8% | 7% | 3.8% | 2% | 6%
Cc1cc(C)cc(NC(=O)CN2C(=O)NC(C)(c3ccccc3)C2=O)c1 (configuration not stated)
 : 21% | 12% | -3% | -0.1% | -16% | 2% | 4.2% | 8% | 9%
Cc1nnc(OCC(=O)NCCC2=CCCCC2)c2ccccc12
 : 2% | -0.7% | 11% | 0.0% | -17% | 3% | -2.8% | 5% | 6%
Cc1ccc(C)c(S(=O)(=O)NCc2ccc(C(=O)N3CCCCCC3)cc2)c1
 : -3% | 2.8% | -18% | 0.3% | -12% | -20% | 2.0% | 9% | -5%
O=C(N/C(=C/c1ccco1)C(=O)N1CCCCCC1)c1cccs1
 : 12% | -0.3% | 17% | 0.2% | -9% | -1% | 18% | 15% | 12%
COc1ccc(NS(=O)(=O)c2cccc3cccnc23)cc1Cl
 : -11% | -1.5% | -3% | -0.1% | -27% | -11% | -0.2% | 16% | 6%
CCCCC(c1nnnn1CS(=O)(=O)c1ccc(C)cc1)N1CCC(C(N)=O)CC1 (configuration not stated)
 : 11% | -2.5% | 3% | -0.1% | -55% | 5% | 0.5% | 1% | /
COc1cccc(C(=O)Nc2nnc(CCS(=O)(=O)c3ccc(C)cc3)s2)c1
 : -1% | 4.4% | -19% | 0.0% | -13% | -1% | 0.3% | -19% | 10%
O=P(O)(CCc1ccccc1)C(O)c1ccccc1 (configuration not stated)
 : 18% | 2.0% | -8% | -0.1% | 14% | 2% | -0.4% | 3% | 4%
CCCCNC(=O)Oc1cccc(N2CCCC2=O)c1
 : 18% | -1.4% | -4% | -0.3% | -36% | -1% | -1.7% | -11% | 18%
COc1ccccc1NC(=O)N1CCCC1C(=O)NCc1ccc(F)cc1 (configuration not stated)
 : 6% | 3.4% | -4% | 0.4% | 18% | 4% | -0.5% | 4% | 8%
O=C(CCCCC(=O)N1CCOCCOCCOCC1)OCc1ccccc1
 : -3% | 0.7% | 12% | -0.2% | 4% | 10% | -0.5% | 14% | -4%
Cc1ccccc1NC(=S)N(CCCN1CCCCC1)Cc1ccco1
 : 9% | 3.9% | -11% | 0.2% | 14% | 5% | -2.2% | 14% | 4%
O=C(COC(=O)CNC(=O)c1ccco1)NCCN1C(=O)CSC1=O
 : -1% | -5.5% | 20% | -0.3% | 21% | 1% | 3.0% | 25% | 7%
CC(C)Nc1nc(-c2cccnc2)nc(-c2ccc(Cl)cc2)c1C#N
 : 4% | -2.9% | 4% | -0.1% | 19% | 10% | 3.0% | 25% | 6%
Cc1ccc(C)c(OCCCCn2ccnc2)c1
 : 41% | -4.3% | 10% | 0.0% | 11% | 4% | -1.8% | 33% | 20%
O=C(CCc1ccc(O)cc1)c1c(O)cc(O)cc1O
 : -3% | -1.8% | -7% | -0.1% | 34% | 26% | -0.7% | -11% | 31%
Cc1cnc(C(=O)OCc2ccc(C#N)cc2)cn1
 : 13% | 1.8% | -45% | -0.2% | -29% | 4% | 0.4% | 16% | 5%
COc1ccc(-c2noc(CCC(=O)NCCCN3CCN(c4ccccc4F)CC3)n2)cc1
 : -14% | -4.8% | -16% | -0.3% | -2% | 12% | 3.0% | 0% | 7%
COCCCNC(=O)Nc1ccc(F)cc1F
 : 8% | -5.1% | 5% | -0.1% | 15% | 4% | -0.2% | 5% | -3%

Screens deposited in PubChem BioAssay by several laboratories.

Some of the compounds tested. The share of hits here may be higher or lower than overall.
